PfM18AAP inh: PfM18AAP enzyme inhibition; recombinant PfM18AAP, H-Glu-NHMec fluorogenic cleavage; inhibition, % at 7.35 µM; actives 1.2% (n = 290,000); AID 1822;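 active = inhibition above the campaign mean inhibition over all tested compounds plus 3 SD, cut at about 28% in these data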;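 also: 0% = plate median of test compound wells and 100% = 2 mM ZnCl2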
GalR3 antagonist: human GalR3 antagonism. O60755. HEK293 GalR3-CNG cAMP membrane potential fluorescence; galR3 body fused to GalR1 C-terminus. inhibition, % at 3 µM. actives 0.44% (n = 360,000). AID 651719;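 active = inhibition above the screen-wide average plus 3 SD, cut at about 13% in these data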;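 also: forskolin and galanin both at EC90 stimulate the cells; cAMP rise reported by CNG channel membrane potential dye signal; 0% = forskolin plus galanin with DMSO and 100% = forskolin alone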
Target sequence (O60755 1-299 limits assumed): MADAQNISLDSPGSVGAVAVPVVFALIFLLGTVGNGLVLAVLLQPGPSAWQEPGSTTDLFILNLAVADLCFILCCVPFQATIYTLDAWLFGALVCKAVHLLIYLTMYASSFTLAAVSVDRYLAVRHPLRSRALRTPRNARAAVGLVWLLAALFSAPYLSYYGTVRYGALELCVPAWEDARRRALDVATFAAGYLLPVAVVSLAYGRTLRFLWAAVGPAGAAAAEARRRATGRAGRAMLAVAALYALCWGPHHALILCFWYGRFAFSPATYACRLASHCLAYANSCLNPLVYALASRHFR
OXTR agonist: activates the human oxytocin receptor; P30559; CHO-OTR cells, Fluo-8 calcium fluorescence; normalized: DMSO 0%, oxytocin 100%; activation, % at 3 µM; actives 0.32% (n = 320,000);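 active = activation above the mean of all tested compounds plus 3 SD, cutoff set per screening run, cut at about 20% in these data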;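 also: peak over basal fluorescence ratio from a 100 s FLIPR kinetic read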
OXTR potentiate: potentiators of human oxytocin receptor. actives 0.061% (n = 320,000). activation, % at 3 µM. AID 2445. P30559. CHO-OTR cells, Fluo-8 calcium fluorescence, potentiator mode; 0% = oxytocin EC15, 100% = EC100;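 active = activation above that plate's cutoff, the mean activation of tested compounds plus 3 SD, cut at about 6.6% in these data, passing the limit was not always enough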;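 also: 100% uses oxytocin at 75 nM as the full agonist control; some results filed as inactive read as strong as hits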
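test system = CHO-OTR cells, human receptor | compound = single-point 3.0 µM | schedule = 6 min compound pre-incubation at room temperature, 100 s kinetic read | signal = Fluo-8 no-wash calcium dye fluorescence, excitation 470-495 nm, emission 515-575 nm | repeats = single well per compound, singlicate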
GPR7 antagonist: antagonists of human GPR7 (neuropeptides B/W receptor 1); inhibition, % at 4.4 µM; P48145; GPR7-expressing cells, fluorescence antagonist assay; actives 1.1% (n = 290,000); in the data active = inhibition above about 16%, passing the limit was not always enough;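 also: cells stimulated with the agonist NPW; 0% = agonist with vehicle and 100% = vehicle without agonist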
Target sequence (P48145 whole entry, looked up): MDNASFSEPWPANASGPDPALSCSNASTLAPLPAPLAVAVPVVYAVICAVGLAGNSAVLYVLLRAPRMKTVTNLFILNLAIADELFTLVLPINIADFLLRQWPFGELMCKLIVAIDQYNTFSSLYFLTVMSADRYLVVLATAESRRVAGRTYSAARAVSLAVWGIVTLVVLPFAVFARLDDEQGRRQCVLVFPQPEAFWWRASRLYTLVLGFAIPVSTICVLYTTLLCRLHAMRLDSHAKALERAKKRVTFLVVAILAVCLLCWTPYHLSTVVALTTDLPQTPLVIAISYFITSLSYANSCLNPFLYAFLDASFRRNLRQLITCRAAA
MEKK2 mut-MEK5: signal of MEK5 binding to mutant human MEKK2 PB1 domain. percent response, % at 10 µM. AID 1530. actives 0.35% (n = 290,000). bead flow cytometry, Alexa488-MEK5 binding to MEKK2 mutant; in the data active = percent response above about 24%, passing the limit was not always enough; also: inactives centre near 1; some results filed as inactive read as strong as hits; reference of the scale not given here
MEKK2wt PB1 HTS: raises or lowers MEK5 binding to wildtype human MEKK2 PB1 domain | actives 1.1% (n = 290,000) | Q9Y2U5 | bead flow cytometry, Alexa488-MEK5 binding to MEKK2 WT; actives lie on both sides | binding response (% of control), % at 10 µM; in the data active = binding response below about 67% or above about 130%
V1R ag counter: V1a receptor agonism, counter-screen for OXTR agonists. CHO-V1R cells, Fluo-8 calcium fluorescence, agonist mode; 0% DMSO, 100% 3 nM vasopressin. activation, % at 3 µM. actives 0.25% (n = 320,000). AID 2797;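 active = activation above the mean activation of all tested compounds plus 3 SD, per screening run, cut at about 20% in these data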;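 also: signal is peak over basal fluorescence ratio across a 100 second FLIPR read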
Target sequence (P37288 whole entry, looked up): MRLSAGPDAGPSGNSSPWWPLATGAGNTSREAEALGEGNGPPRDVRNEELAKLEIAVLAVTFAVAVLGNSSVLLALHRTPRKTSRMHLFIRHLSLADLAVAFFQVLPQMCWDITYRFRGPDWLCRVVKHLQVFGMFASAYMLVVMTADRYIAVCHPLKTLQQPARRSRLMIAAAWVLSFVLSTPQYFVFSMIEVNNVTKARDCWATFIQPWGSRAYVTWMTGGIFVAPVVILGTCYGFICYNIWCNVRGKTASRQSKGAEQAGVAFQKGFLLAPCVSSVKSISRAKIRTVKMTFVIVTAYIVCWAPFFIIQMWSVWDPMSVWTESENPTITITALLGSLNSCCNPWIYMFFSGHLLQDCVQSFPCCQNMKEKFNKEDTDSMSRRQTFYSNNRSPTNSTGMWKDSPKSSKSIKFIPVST
NALP1 yeast inh: NALP1 inhibition. actives 0.61% (n = 280,000). inhibition, % at 10 µM. S. cerevisiae NALP1/ASC/caspase-1 growth, X-gal OD620, 72 h; in the data active = inhibition mostly above about 24%, no sharp cut-off; inactive = mostly below about 32%; also: some compounds called inactive have numbers as strong as hits
Starred values were filed as active, the others as inactive; x = no result given. Compounds were not picked by outcome. Share with any hit: about 4.1%.

Screens in order: PfM18AAP inh	OXTR agonist	GalR3 antagonist	NALP1 yeast inh	GPR7 antagonist	V1R ag counter	MEKK2wt PB1 HTS	OXTR potentiate	MEKK2 mut-MEK5
> COC(=O)CCC(=O)Nc1ccc(S(=O)(=O)N2CCc3ccccc32)cc1
    1.6	4.4	-12.1	5.2	12.2	1.3	104.0	-12.6	4.0
> Oc1cc(NCc2ccc(Cl)cc2)cc2cccnc12
    x	1.2	-4.4	x	x	1.7	x	5.7	x
> O=C(CSc1nc(O)cc(=O)[nH]1)N1CCCc2ccccc21
    3.5	-0.7	-2.9	4.7	8.0	0.1	102.0	-14.9	0.0
> CN(C)CCn1c2c(c(SCC(=O)Nc3nccs3)nc1=O)CCCC2
    x	1.4	-1.5	x	x	0.3	x	-1.2	x
> O=C(Nc1nc(-c2ccc(Br)cc2)cs1)c1cccnc1
    -4.3	-1.0	-1.4	0.1	-6.7	-0.4	93.0	-4.9	-8.0
> CN(C)S(=O)(=O)N(CC(=O)NCc1ccccc1)c1ccccc1
    3.2	0.1	-8.2	12.5	1.3	-0.7	92.0	-13.0	-5.0
> O=C1N(CN2C(=O)C3(OCCO3)c3ccccc32)c2ccccc2C12OCCO2
    -4.1	0.0	-2.0	3.4	-9.9	0.6	100.0	0.7	3.0
> CCOc1ccc(C(=O)C(C)OC(=O)CN2C(=O)NC(C)(C)C2=O)cc1 (configuration not stated)
    x	0.4	-2.6	x	x	0.5	x	-6.5	x
> CC(C)OP(=O)(OC(C)C)C(Nc1ccccc1)c1cccc([N+](=O)[O-])c1 (configuration not stated)
    -1.6	-2.8	-4.8	5.5	-2.5	-1.6	91.0	10.3	-7.0
> COC(=O)CCCC(=O)N1CCOCCN(C(=O)CCCC(=O)OC)CCOCC1
    -11.3	-0.5	3.0	11.2	1.1	1.2	113.0	-6.2	8.0
> O=S(=O)(c1ccccc1)N1CCC(N2CCCCCC2)CC1
    -7.9	0.2	-3.4	12.9	0.8	0.0	124.0	1.2	14.0
> CC(C)CC(C(=O)Nc1cccc(O)c1)N1C(=O)c2ccccc2C1=O (configuration not stated)
    6.9	3.0	-3.7	2.5	-9.0	2.2	101.0	0.8	7.0
> CCCCNC(=S)N1CCN(C)CC1
    -11.4	1.2	-1.4	-4.2	-5.6	7.1	96.0	6.0	-3.0
> COCCn1c(N)c(C(=O)NCc2cccs2)c2nc3ccccc3nc21
    -0.6	1.7	-5.7	18.1	-2.6	5.9	92.0	-6.7	-5.0
> COc1ccc(NC(=O)c2cn(-c3ccccc3)nc2-c2ccncc2)cc1
    2.8	-2.5	-1.4	-2.7	-14.6	-0.8	103.0	-4.3	5.0
> O=C1c2cccc3c([N+](=O)[O-])ccc(c23)C(=O)N1CC1CCCO1 (configuration not stated)
    4.3	x	-3.8	-7.5	5.0	x	97.0	x	3.0
> COc1ccc(/C=N/n2cnc3c([nH]c4ccc(F)cc43)c2=O)cc1CN1CCCC1
    -11.0	-0.7	-9.3	25.2	-8.1	-0.3	128.0	0.6	15.0
> COc1ccccc1CNC(=O)COC(=O)c1cc(C)nc2ccccc12
    x	1.7	-5.3	x	x	2.0	x	-7.6	x
> CN1CC(=O)N(CC(=O)Nc2cccc(S(=O)(=O)N3CCOCC3)c2)C1=O
    0.6	1.0	-3.2	-2.5	-16.5	0.5	100.0	-11.7	0.0
> CC(=O)Nc1ccc(S(=O)(=O)N2CCSc3ccccc32)cc1
    x	4.5	-3.7	x	x	4.1	x	-7.5	x

Structural class: the compounds so far with a nitro group on carbon (two)
Screens in order: PfM18AAP inh	OXTR agonist	GalR3 antagonist	NALP1 yeast inh	GPR7 antagonist	V1R ag counter	MEKK2wt PB1 HTS	OXTR potentiate	MEKK2 mut-MEK5
> CC(C)OP(=O)(OC(C)C)C(Nc1ccccc1)c1cccc([N+](=O)[O-])c1 (configuration not stated)
    -1.6	-2.8	-4.8	5.5	-2.5	-1.6	91.0	10.3	-7.0
> O=C1c2cccc3c([N+](=O)[O-])ccc(c23)C(=O)N1CC1CCCO1 (configuration not stated)
    4.3	x	-3.8	-7.5	5.0	x	97.0	x	3.0

An excerpt from above, showing only OXTR agonist.
mol,OXTR agonist
CN1CC(=O)N(CC(=O)Nc2cccc(S(=O)(=O)N3CCOCC3)c2)C1=O,1.0
CC(=O)Nc1ccc(S(=O)(=O)N2CCSc3ccccc32)cc1,4.5

Other compounds:
Screens in order: PfM18AAP inh	OXTR agonist	GalR3 antagonist	NALP1 yeast inh	GPR7 antagonist	V1R ag counter	MEKK2wt PB1 HTS	OXTR potentiate	MEKK2 mut-MEK5
> COc1ccccc1S(=O)Cc1ccc(C(=O)NC2CCCC2)o1 (configuration not stated)
    -8.8	0.0	-1.2	-3.3	-5.1	-0.4	107.0	-2.0	3.0
> O=C(CSc1nnc(COc2ccc(Br)cc2)o1)NC1CCCCC1
    -15.3	1.7	-6.4	3.4	-5.0	3.9	98.0	-4.0	-3.0
> CN1C[C@@H]2C(c3ccc(Cl)nc3)C3(c4ccccc4)CC2(C3)[C@H]1c1ccccc1 (some centres not stated)
    x	-0.7	-6.9	x	x	0.5	106.0	-9.5	5.0
> COc1ccc(NC(=O)Cn2c(=O)n(CC3CCCO3)c(=O)c3ccccc32)c(OC)c1 (configuration not stated)
    2.6	0.2	4.0	18.5	11.9	1.5	92.0	-0.6	-2.0
> CCCCN(C(=O)c1ccc(OC)c([N+](=O)[O-])c1)c1c(N)n(CCC)c(=O)[nH]c1=O
    4.2	0.1	0.1	5.5	-5.9	2.1	101.0	0.8	5.0
> O=C(CSc1nc2ccccc2c(=O)[nH]1)Nc1ccccc1O
    -3.2	7.4	-7.6	2.5	-3.0	4.9	101.0	-4.7	-2.0
> Cc1oc2c(c(C)cc3oc(=O)c(CC(=O)NCCCN4CCCC4=O)c(C)c32)c1C
    4.4	-1.1	-5.0	10.7	7.9	-0.7	100.0	4.0	2.0
> CN(Cc1ccco1)S(=O)(=O)c1cc(F)ccc1CN1C(=O)c2cccnc2C1=O
    4.7	-0.7	4.2	7.2	-8.8	0.4	99.0	-5.6	-5.0
> CCOC(=O)[C@H]1[C@H]2COc3ccc(Cl)cc3[C@@H]2N2C(=O)c3ccc(C)cc3NC(=O)[C@@]12C
    x	-1.6	-5.8	x	x	-0.6	x	1.4	x
> CCC(C)(C)NC(=O)C(C(C)C)N(CC1CCCO1)C(=O)CNS(=O)(=O)c1ccccc1 (configuration not stated)
    -2.8	-0.1	-7.6	2.2	-2.2	-0.2	99.0	0.2	5.0
> COC(=O)c1cc(Cl)c(NC(=O)/C=C/c2ccc(OC)c(OC)c2)cc1OC
    0.2	1.8	0.5	31.4	-13.5	0.8	87.0	-3.5	-10.0
> COc1ccc(N(C(=O)c2ccncc2)S(=O)(=O)c2ccc3c4c(cccc24)C(=O)N3C)cc1
    -12.4	-1.1	-6.0	24.4	-4.7	0.9	95.0	-27.6	3.0
> O=C(CSc1nnc(NC(=O)Cc2ccccc2)s1)NCC1CCCO1 (configuration not stated)
    -0.7	0.1	5.2	19.8	-2.5	-0.9	98.0	-6.3	2.0
> O=C(CN1C(=O)NC2(CCCC2)C1=O)N1CCN(S(=O)(=O)c2ccccc2[N+](=O)[O-])CC1
    x	-0.2	-4.0	x	x	0.6	x	-6.3	x
> O=C(O)CC1C(=O)NCCN1CCCc1ccccc1 (configuration not stated)
    0.7	0.0	-1.1	x	-13.8	0.3	114.0	-4.6	15.0
> O=C1NC2(CCCCC2)CO1
    -19.6	1.0	-2.5	5.9	2.8	1.5	109.0	0.9	-1.0
> CCc1ccc(NC(=O)Cn2cnc([N+](=O)[O-])c2)cc1
    12.0	1.5	-1.4	12.1	8.8	1.8	106.0	-4.7	-1.0
> CCOC(=O)C(NC(=O)CCl)(Nc1sc(C)c(CC)c1C#N)C(F)(F)F (configuration not stated)
    7.0	-2.3	1.3	35.4	-10.8	0.9	109.0	0.5	3.0
> O=C(NC1=NCCS1)c1ccccc1OCc1ccccc1Cl
    -1.1	-1.8	-10.7	19.9	-2.1	-0.4	106.0	-12.2	3.0
> CCCCN(CCCC)S(=O)(=O)c1ccc(NC(=O)c2cccs2)cc1
    3.1	0.4	-7.2	2.2	-7.5	1.0	124.0	-5.8	12.0
> O=C(N/N=C(\Cc1ncc[nH]1)c1ccccc1)c1ccccc1
    -2.7	-0.9	-4.5	-6.4	-7.2	0.3	95.0	-15.3	-15.0
> CCCn1c(SCC(=O)Nc2ccc(Cl)cn2)nnc1C1CC1
    -0.8	-0.2	0.3	-7.1	3.8	0.1	103.0	-3.8	3.0
> COCCn1nnnc1C(C(C)C)N1CCOCC1 (configuration not stated)
    4.0	0.5	-5.2	-22.6	-4.1	0.7	102.0	-4.5	5.0
> CC(C)Oc1cccc(C(=O)C2CCCN(C(=O)c3csnn3)C2)c1 (configuration not stated)
    2.0	-0.4	-1.3	-15.6	-5.7	0.1	90.0	-2.9	-7.0
> Cn1c(=O)c2c(ncn2CC(=O)N2CCN(S(=O)(=O)c3ccc(Cl)cc3)CC2)n(C)c1=O
    -14.2	-0.7	3.5	9.5	-0.9	1.6	98.0	-12.8	-6.0
> C=CCOc1ccc(C2/C(=C(\O)c3ccc4c(c3)OCCO4)C(=O)C(=O)N2CCCN2CCOCC2)cc1 (configuration not stated)
    22.8	0.7	3.9	-0.1	10.1	0.6	96.0	1.7	4.0
> CCn1c(SCC(=O)c2cc(C)n(CC3CCCO3)c2C)nc2ccccc21 (configuration not stated)
    3.4	-1.9	-2.9	25.8	-4.3	-1.0	104.0	-1.3	2.0
> CSc1ncc(-c2ccccc2)cn1
    1.7	-2.0	-3.4	-7.3	-4.5	0.3	96.0	-4.0	-4.0
> C/C(=N\NC(=O)c1nnn(-c2nonc2N)c1C(C)C)c1cc(C)sc1C
    2.3	0.6	-1.1	0.8	15.8	2.3	96.0	-11.8	2.0
> O=S(=O)(c1ccccc1)N(CC(O)Cn1c2ccccc2c2ccccc21)c1ccccc1 (configuration not stated)
    -1.8	1.1	-5.1	15.0	-16.8	2.4	101.0	-16.1	-1.0
> O=C1CCC(=O)N1c1ccc(S(=O)(=O)Nc2ccc(Br)cc2)cc1
    4.6	11.5	-4.4	9.3	9.9	10.3	100.0	-10.2	6.0
> O=C1CSC(=S)N1c1cccnc1
    2.5	1.1	-2.5	17.2	-3.8	0.6	89.0	-1.8	-10.0
> Cc1ccc(CN2CCC(NC(=O)c3ccccc3)CC2)cc1
    -4.3	1.7	-9.7	11.4	-14.1	1.4	102.0	-9.5	-2.0
> Cc1cc(C)c2c(c1)[C@@H]1C=CC[C@@H]1[C@H](c1ccc(S(=O)(=O)N3CCOCC3)cc1)N2
    0.7	0.2	-6.3	26.0	-6.2	0.5	97.0	4.2	2.0
> CCN(C(=O)/C=C/c1cc(OC)c(OC)c(OC)c1)C1CCCCC1
    -2.3	-0.1	-1.6	9.6	-5.6	-0.2	99.0	-7.9	-1.0
> CCN(CCCNC(=O)CNC(=O)c1nn(-c2ccc(OC)cc2)c(=O)c2ccccc12)c1cccc(C)c1
    10.6	-2.5	-5.5	16.3	0.7	-1.3	102.0	-5.3	6.0
> CCN(CC)S(=O)(=O)c1cc(C(=O)OCC(=O)c2ccc3c(c2)NC(=O)CO3)ccc1F
    -0.3	8.8	2.9	8.4	-10.1	8.8	96.0	-15.9	0.0
> COc1ccc(O)c(-c2cc(-c3cccc(Br)c3)n[nH]2)c1
    6.0	-0.4	-5.5	6.7	-7.0	-0.2	x	-14.4	x
